# CDK5 p35 inh: blocks human CDK5/p35 kinase activity | Q00535+Q15078 | Recombinant CDK5/p35, ADP-Glo luminescence, 60 min | inhibition, % at 10 µM | actives 0.01% (n = 330,000) | AID 488839;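 active = highest replicate inhibition of at least 50% and at least 75% of replicates reaching 50%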;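 also: plate controls were DMSO neutral control for no effect and GW8510 at 10 µM for full effect; many of its hits are not listed in these tables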
# dFosB activator: enhances mouse delta FosB homodimer DNA binding | P13346 | purified delta FosB, TAMRA-CDK5 oligo fluorescence polarization; percent of positive-control signal above neutral wells | activation, % at 25 µM | actives 0.99% (n = 340,000) | AID 493131;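 active = mean activation above about 17%, with every replicate also reaching it, limit read from the data, passing the limit was not always enough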;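 also: fluorescence polarization rise as delta FosB binds a TAMRA Cdk5 AP-1 oligo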
# Target sequence (P13346 whole entry, looked up): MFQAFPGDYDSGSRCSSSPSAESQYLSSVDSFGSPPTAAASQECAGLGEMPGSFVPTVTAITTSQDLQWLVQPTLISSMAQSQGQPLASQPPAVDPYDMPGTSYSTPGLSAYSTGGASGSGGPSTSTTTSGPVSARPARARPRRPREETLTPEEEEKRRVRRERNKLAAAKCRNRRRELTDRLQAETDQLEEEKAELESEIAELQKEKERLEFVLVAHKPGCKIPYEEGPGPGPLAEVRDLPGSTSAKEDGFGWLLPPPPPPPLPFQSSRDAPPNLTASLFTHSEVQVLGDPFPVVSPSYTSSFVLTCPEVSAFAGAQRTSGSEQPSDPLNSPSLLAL
# V-ATPase pHluor: yeast V-ATPase proton transport regulation by pHLuorin. S. cerevisiae, pHLuorin cytosolic pH fluorescence. response, % at 10 µM. actives 0.37% (n = 350,000). AID 504577; in the data active = response mostly above about 7.3%, no sharp cut-off; inactive = mostly below about 5.4%; also: actives read high; inactives centre near 0; some compounds called inactive have numbers as strong as hits; reference of the scale not given here
# NSD2 inh: blocks human histone methyltransferase NSD2 | O96028 | NSD2 peptide methylation, AlphaScreen, 120 min | inhibition, % at 12.5 µM | actives 0.54% (n = 310,000); in the data active = inhibition above about 50%
# MITF act: activators of MITF-driven TRPM1 promoter activity in SK-MEL-5 cells; SK-MEL-5 TRPM1-promoter luciferase, 24 h; % of positive control, neutral wells = 0; activation, % at 12.5 µM; actives 0.75% (n = 300,000); AID 588334;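 active = mean activation of at least 80% with every replicate also reaching 80%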;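 also: 0% = neutral control wells and 100% = parthenolide positive control wells; values of inactives mirror those of a sister screen read the other way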
# HTR5A inv ctr: counter-screen for OPRM1-OPRD1 inverse agonists: human HTR5A inverse agonism; P47898; HTR5A cell line, luminescence; inhibition, % at 9.3 µM; actives 0.083% (n = 340,000); AID 504634; in the data active = inhibition mostly above about 23%, no sharp cut-off; inactive = mostly below about 18%;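 also: 0% = cells with DMSO and 100% = no-cell wells with DMSO; some compounds called inactive have numbers as strong as hits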
# PvdQ inh: P. aeruginosa PvdQ acylase inhibition | purified PvdQ acylase, fluorescence plate reader | inhibition, % at 10 µM | actives 0.063% (n = 340,000) | AID 488965; in the data active = inhibition above about 30%, passing the limit was not always enough;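 also: 0% = vehicle neutral wells and 100% = reference inhibitor wells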
# SR-BI HDL uptake: inhibitors of mouse SR-BI mediated HDL lipid uptake; Q61009; inhibition, % at 12.5 µM; actives 0.96% (n = 320,000); ldlA[mSR-BI] CHO cells, DiI-HDL uptake fluorescence, 3 h;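 active = mean replicate inhibition of at least 70% and a set share of replicates each scoring 70 or more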;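 also: 0% = median of neutral control wells and 100% = median of positive control wells; values of inactives mirror those of a sister screen read the other way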
# Target sequence (Q61009 whole entry, looked up): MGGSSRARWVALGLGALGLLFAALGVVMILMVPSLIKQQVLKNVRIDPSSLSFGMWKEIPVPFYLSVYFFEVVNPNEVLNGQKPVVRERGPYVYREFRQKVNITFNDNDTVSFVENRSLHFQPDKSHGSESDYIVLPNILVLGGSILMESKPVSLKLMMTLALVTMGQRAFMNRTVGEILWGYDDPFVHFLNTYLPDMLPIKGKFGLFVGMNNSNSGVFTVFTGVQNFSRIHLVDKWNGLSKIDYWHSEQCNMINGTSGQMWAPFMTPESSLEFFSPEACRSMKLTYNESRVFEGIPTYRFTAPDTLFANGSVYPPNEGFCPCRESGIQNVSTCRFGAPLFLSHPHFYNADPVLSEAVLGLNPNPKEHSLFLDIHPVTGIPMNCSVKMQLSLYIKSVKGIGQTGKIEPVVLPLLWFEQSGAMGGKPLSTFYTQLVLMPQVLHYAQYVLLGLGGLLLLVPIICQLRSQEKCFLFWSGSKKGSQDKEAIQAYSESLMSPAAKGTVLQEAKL
# HTR5A ag: HTR5A agonism, opioid heterodimer counter-screen; P47898; HTR5A agonist assay, luminescence, cell-based; activation, % at 9.3 µM; actives 0.61% (n = 340,000); AID 504692; in the data active = activation mostly above about 9.5%, no sharp cut-off; inactive = mostly below about 7.6%;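 also: 0% = cells with vehicle only and 100% = reference agonist; strong numbers were not always called active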
# Wnt act: Wnt/beta-catenin pathway activation; Wnt/beta-catenin reporter cell assay, activator, plate reader; activation, % at 9.35 µM; actives 1.2% (n = 300,000); in the data active = activation above about 30%, passing the limit was not always enough;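 also: 0% = neutral control wells and 100% = positive control wells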
# * hit, by the source's call; · = not tested or not shown. Random draw from the library; about 5% have a hit in one of these screens.
SMILES,CDK5 p35 inh,dFosB activator,V-ATPase pHluor,NSD2 inh,MITF act,HTR5A inv ctr,PvdQ inh,SR-BI HDL uptake,HTR5A ag,Wnt act
CCC1(C)Cc2c(sc3nc(NN)n(C)c(=O)c23)CO1 (stereo not given),0.3,-6,-3,-3,-3,-4,-11,14,-4,·
O=C(Nc1ccc(C(=O)N2CCCC2)cc1)C1CC1,-3.3,6,3,·,3,-1,-28,-5,0,-2
Cc1cc(S(=O)(=O)NCc2ccccn2)c(Cl)cc1Cl,-1.2,0,-2,0,·,10,0,-10,-3,-3
COCCN(Cc1ccccc1)C(=O)C1CCN(S(=O)(=O)c2ccc(OC)c(OC)c2)CC1,0.0,0,3,-1,5,-2,-5,15,-3,4
CC(C)(C)S(=O)(=O)N1Cc2ccc(CO)cc2[C@H]1CCO,0.1,4,-3,·,-1,-4,22,-13,1,-1
O=C(NCc1ccccc1Cl)c1ccc(S(=O)(=O)Nc2cccc(C(F)(F)F)c2)cc1,-1.1,-11,0,0,6,11,19,-25,3,-1
Cc1ccc(O)c(-c2cc(-c3ccccc3[N+](=O)[O-])[nH]n2)c1,1.7,-3,1,3,68,-8,-11,24,3,·
CCC(C)Sc1nnc(CSc2nc3nc(C)cc(C)n3n2)o1 (stereo not given),0.7,1,0,-2,10,-16,-9,-22,6,·
Cc1nnc(SCC(=O)NC2CCCc3c2cnn3-c2ccccc2F)o1 (stereo not given),-1.0,-4,-3,7,-12,13,-8,-4,2,0
COc1ccc2nc(SCC(=O)Nc3ccc4c(c3)CCC4)[nH]c2c1,-2.9,-9,0,0,0,1,-16,4,1,2
CCOc1ccc(Nc2nc(CC(=O)OC)cc(=O)[nH]2)cc1,0.9,-2,3,16,5,1,-2,1,0,·
CC(=O)Nc1ccc(S(=O)(=O)NCC(=O)OCC(=O)c2cc(C)n(-c3ccc4c(c3)OCO4)c2C)cc1,-1.1,-11,-2,3,4,-27,9,2,0,9
C=CCNc1nc2c3ccccc3n(C(C)=O)c2s1,-2.3,-3,-2,4,2,-7,-12,-6,0,4
c1ccc(-c2ccc(OCCOCCn3cncn3)cc2)cc1,0.6,-2,0,2,68,1,-14,10,-3,·
CCC(C)NC(C(=O)Nc1ccc(Cl)c([N+](=O)[O-])c1)c1ccccc1 (stereo not given),-1.2,5,1,1,-3,-9,7,-3,3,·
CN(Cc1ccccc1)C(=O)c1nc[nH]c1C(=O)N1CCN(c2ccccc2)CC1,0.2,-6,0,·,5,-14,-9,-27,5,-1
COc1ccc(-n2c(SC3CCOC3=O)nc3ccccc3c2=O)cc1Cl (stereo not given),3.1,-11,7,·,-6,5,-11,10,-2,-1
O=C(CN(Cc1ccco1)S(=O)(=O)c1cccs1)Nc1ccccc1C(F)(F)F,-2.1,-4,1,0,-10,6,-9,·,-2,-2
COc1ccc(C(=O)OCC(=O)c2ccc3c(c2)NC(=O)CO3)cc1S(=O)(=O)N1CCOCC1,-1.4,-9,-1,-2,4,-1,-12,2,0,-3
CC(OC(=O)COc1ccccc1)C(=O)NC1CCCC1 (stereo not given),1.8,4,-1,-1,3,-7,-10,-14,2,-1

# Sorted by the number under V-ATPase pHluor (smallest number first): some entries from above
SMILES | V-ATPase pHluor
CC(=O)Nc1ccc(S(=O)(=O)NCC(=O)OCC(=O)c2cc(C)n(-c3ccc4c(c3)OCO4)c2C)cc1 | -2
O=C(Nc1ccc(C(=O)N2CCCC2)cc1)C1CC1 | 3
COc1ccc(-n2c(SC3CCOC3=O)nc3ccccc3c2=O)cc1Cl (stereo not given) | 7

# Remaining list, next part:
SMILES,CDK5 p35 inh,dFosB activator,V-ATPase pHluor,NSD2 inh,MITF act,HTR5A inv ctr,PvdQ inh,SR-BI HDL uptake,HTR5A ag,Wnt act
CN1C=CC=C/C1=C1\SC(=S)N(N)C1=O,-1.4,3,-2,-7,1,2,-11,-14,-1,-1
Cc1ccc(S(=O)(=O)N2[C@@H](c3ccc(Cl)cc3)C(C(=O)O)=CC[C@H]2c2cccs2)cc1,-1.9,3,3,·,-7,-5,-9,-29,-1,-3
COC(=O)c1c(NC(=O)C2CCC2)sc(C(=O)N(C)C)c1C,-1.9,0,1,2,-9,7,10,3,2,·
O=C(O)CSc1nc2ccccc2s1,0.8,-9,-1,·,-5,13,-4,·,-2,-1
O=C(NCC(c1ccco1)N1CCCCC1)c1cccc(NS(=O)(=O)c2ccc(Br)cc2)c1 (stereo not given),1.3,5,4,5,-5,15,-20,-7,-5,0
Cc1cc(-n2nc(C)cc2C)n2nc(C)c(-c3ccccc3)c2n1,-0.6,-4,1,1,-10,-16,2,-10,0,·
O=C(C1CC1)N1CCN=C1SCc1cccc(C(F)(F)F)c1,-0.7,2,-2,-9,8,-1,-1,-2,3,·
CCN(CC)S(=O)(=O)c1ccc(Cl)c(C(=O)Nc2ccc(Cl)cc2[N+](=O)[O-])c1,1.3,-2,2,2,-11,9,-17,61,1,-4
O=C(OC(C(=O)NC1CCCC1)c1ccc(F)cc1)c1ccno1 (stereo not given),-2.2,3,1,-3,15,1,-3,-13,-2,·
O=C(NCCC(=O)N1CCN(c2ncccn2)CC1)c1ccccc1,-0.5,1,3,-1,·,15,-15,-5,-4,2
O=C(Nc1ccc(-n2cnnn2)cc1)c1cc(S(=O)(=O)N2CCCC2)ccc1Cl,0.9,-13,0,-1,-9,10,-6,45,4,-3
O=C(Nc1ccc2c(c1)Cc1ccccc1-2)c1ccco1,-0.5,-4,·,·,151*,6,8,46,-2,48*
COc1ccc(CC(=O)NC(C)c2nnc(SCC(=O)Nc3cc(C)ccc3OC)n2C)cc1 (stereo not given),0.3,2,-1,-1,-18,-15,-7,13,0,1
COn1c(-c2ccccc2)nc2c1CCc1c-2no[n+]1[O-],0.3,5,6,-4,-10,6,-6,-5,-3,-3
CCOc1ccccc1NC(=O)C1CC2CCCC(C1)C2=O (stereo not given),-7.6,1,2,-1,-5,4,-9,26,1,-1
CCOC(=O)C1=C(N)OC2=C(C(=O)CC(C)(C)C2)C1c1cccs1 (stereo not given),-3.8,-2,7,0,-6,-17,-6,-10,-4,·
Cc1oc2c(c1C(=O)NCc1ccccc1)CCCC2,-0.2,-12,1,1,17,-26,-7,18,10,·
COc1cc(/C=N/NC(=O)C2C3CCCCC32C)cc(Br)c1O (stereo not given),-1.6,0,7,1,10,-23,-17,18,2,·
O=S(=O)(c1ccccc1)N1N=C(c2cccs2)CC1c1cccc(O)c1 (stereo not given),0.3,-6,-3,-1,4,-22,-13,-6,1,-1
CC(C)Cn1c(N)c(C(=O)CSc2nccn2C)c(=O)n(C)c1=O,0.5,1,0,-7,-10,-2,6,-20,1,-1

# With a hit mark in MITF act, of those listed so far:
compound | CDK5 p35 inh | dFosB activator | V-ATPase pHluor | NSD2 inh | MITF act | PvdQ inh | SR-BI HDL uptake | Wnt act
O=C(Nc1ccc2c(c1)Cc1ccccc1-2)c1ccco1 | -0.5 | -4 | · | · | 151* | 8 | 46 | 48*

# (further entries)
SMILES,CDK5 p35 inh,dFosB activator,V-ATPase pHluor,NSD2 inh,MITF act,HTR5A inv ctr,PvdQ inh,SR-BI HDL uptake,HTR5A ag,Wnt act
COc1ccc(CNCC(O)(c2ccccc2)c2ccc(F)cc2)cc1 (stereo not given),-1.1,-3,-2,-5,-3,1,-12,6,0,1
CCc1cc2c(C)ccc(C)c2nc1SCC(=O)Nc1c[nH]c(=O)[nH]c1=O,0.9,-1,-3,·,3,-15,-6,7,0,-3
Cc1cc(C(=O)CSc2nnc(N)s2)c(C)n1Cc1cccs1,0.4,-3,2,3,-15,-65,7,-1,12,4
O=C(O)c1cccc(N(CCO)CCO)c1,0.6,-10,3,-1,4,-8,-5,·,4,1
CCSc1nnc2c(n1)OC1(CCCC1)Nc1ccccc1-2,-1.4,2,4,·,·,3,-15,-4,-1,8
Cc1oc(-c2cccc(Cl)c2)nc1CN1CCC(C(=O)NCc2cccnc2)CC1,-2.8,5,-3,1,·,-21,-13,9,0,·
CCCNc1c(NS(=O)(=O)c2ccc(C)cc2C)c(=O)oc2ccccc12,-2.1,-13,-1,-1,2,22,-24,-7,-5,-2
C/C(=N\Nc1nc(Cl)c(Cl)cc1Cl)c1ccc(S(=O)(=O)NCc2ccco2)cc1,-1.3,4,2,1,-15,-12,-12,58,1,-1
COc1ccccc1N1C(=O)CC(Sc2ccccc2N)C1=O (stereo not given),-0.3,-3,-2,-2,-6,-11,10,-4,3,1
CC(C)CCn1nnnc1C(c1ccccc1)N1CCC(C(N)=O)CC1 (stereo not given),0.5,-3,2,0,-1,16,-5,-14,0,·
COc1ccc(OC)c(NC(=O)C(=O)N/N=C/c2ccccc2[N+](=O)[O-])c1,0.5,-8,4,3,-17,-5,-9,81*,-3,·
O=C(/C=C/c1ccc(Cl)cc1)NCc1ccncc1,-2.7,-3,-8,17,0,-5,20,16,1,-3
Cc1cc(C)n(-c2ccc(C(=O)Nc3ccc(S(=O)(=O)N(C)C)cc3)cc2)n1,-2.3,-6,-2,-5,-23,-2,-15,7,1,-2
COC(=O)COc1ccc(S(=O)(=O)N2CCN(c3ccccc3)CC2)cc1,0.3,-6,2,-11,5,12,-3,-17,0,-1
Cc1ccc(CSC2=NCCN2C(=O)C(C)Oc2ccccc2)cc1 (stereo not given),-6.7,-4,8,-3,-2,-2,-24,6,1,-1
CC(C)C(CCNC(=O)CC(Cc1ccccc1)c1ccco1)c1ccco1 (stereo not given),0.4,-9,-6,2,1,18,0,14,-7,·
COc1ccc(/C(C)=N/NC(=S)NCCc2ccccc2)c(O)c1,-1.7,-13,4,2,·,8,-5,·,-3,1
CC1(C)CC2(CCO1)OC(=O)CC2C(=O)Nc1c(Cl)cccc1Cl (stereo not given),2.0,0,4,-1,·,3,-14,3,-3,-1
Cc1ccccc1N(Cc1cc(=O)[nH]c2ccccc12)C(=O)C(C)C,-0.1,0,4,0,1,1,2,-6,0,1
COC(=O)c1c(CCl)noc1C(=O)NCC1CCCO1 (stereo not given),-0.9,3,-1,·,-6,17,8,-8,1,1
NC(=S)Nc1ccc(F)cc1F,1.0,-5,3,1,-2,9,4,19,-3,-1
CC(Sc1nc2ccccc2n1C)C(=O)Nc1ccc(N2CCOCC2)cc1 (stereo not given),-0.4,-9,-2,-1,-1,5,-10,9,14,0
C=CCNC(=O)CCCCCNS(=O)(=O)c1ccc(OC)cc1,-1.0,-1,-1,45,-4,26,-11,-30,0,·
Cc1ccc(N2CC(O)=C(c3ccccc3)C2=N)cc1,-0.7,-5,3,-4,26,-28,-15,14,-1,3
Cc1[nH]nc2c1-c1nc3ccccc3nc1C(C)(C)C2,39,-13,-2,3,·,-4,6,17,1,·
COc1ccccc1CNC(=O)c1ccccc1OCc1ccc(F)cc1,·,-4,1,-4,-11,1,-14,14,-3,-2
NC(=O)C(c1ccccc1)C1CCCC1 (stereo not given),1.2,-8,-1,0,3,1,4,4,4,·
COc1ccc(N2C(=O)CC(Sc3nc4c(cc3C#N)CCC4)C2=O)cc1 (stereo not given),0.4,-15,-4,0,-1,-1,-15,-11,6,-1
CCC[C@H]1COCCS(=O)(=O)N1Cc1ccccc1F,1.0,-3,3,·,3,-37,0,-10,4,-3
COc1ccc(NCc2nnc(-c3ccccc3)o2)cc1,1.3,-2,1,7,14,1,-12,-8,2,0
Cc1cccc(OCc2ccccc2)n1,-5.0,-2,6,1,0,11,-22,-2,-3,-5
CCOc1cccc(CN2CCC(n3nccc3NC(=O)C3CC3)CC2)c1O,-3.2,-6,3,4,7,-8,-16,12,0,2
